Compound activity as filed in PubChem BioAssay.
PrPC TRFRET: inhibitors of human cell surface prion protein PrPC | TR-FRET read-out | inhibition, % at 13.8 µM | 370,000 compounds, 0.43% hits | AID 720596; in the data active = inhibition above about 24%; note: 0% = median of the test wells and 100% = reference compound wells
GDH-TPI counter: inhibits GDH-TPI coupling enzymes, artifact for Mtb FBA screen. inhibition, % at 4.8 µM. 360,000 compounds, 1.2% hits. GDH-TPI coupled enzyme counterscreen, NADH absorbance;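 note: 0% = DMSO wells and 100% = wells lacking the enzyme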
BoNT F protease: blocks Botulinum neurotoxin F light chain protease; Multiplex microsphere protease cleavage assay, flow cytometry; inhibition, % at 10 µM; 360,000 compounds, 0.22% hits; in the data active = inhibition above about 35%, passing the limit was not always enough; inconclusive = no clear call, values can overlap the other calls; note: plate controls were buffer without enzyme for full effect and enzyme alone for no effect
FBA Mtb inh: Mtb fructose-bisphosphate aldolase inhibition; purified M. tuberculosis FBA, fluorescence read-out; AID 588726; P9WQA3; inhibition, % at 1 µM; 360,000 compounds, 2.3% hits; in the data active = inhibition above about 27%;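 note: 0% = vehicle and 100% = reference inhibitor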
Target sequence (P9WQA3 whole entry, looked up): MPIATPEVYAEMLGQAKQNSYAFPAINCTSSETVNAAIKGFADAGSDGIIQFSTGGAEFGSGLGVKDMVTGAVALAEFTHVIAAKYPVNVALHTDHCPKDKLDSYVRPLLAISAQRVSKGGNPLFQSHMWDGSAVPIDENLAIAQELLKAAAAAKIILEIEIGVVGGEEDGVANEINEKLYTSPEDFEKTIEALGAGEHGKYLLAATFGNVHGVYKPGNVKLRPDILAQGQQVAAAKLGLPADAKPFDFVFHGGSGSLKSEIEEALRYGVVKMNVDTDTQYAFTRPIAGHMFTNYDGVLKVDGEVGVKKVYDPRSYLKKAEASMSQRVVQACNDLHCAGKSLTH
BioA inh: BioA (M. tuberculosis) enzyme inhibition | purified M. tuberculosis BioA enzyme, plate reader | inhibition, % at 9.99 µM | 360,000 compounds, 0.096% hits | AID 602481; in the data active = inhibition above about 40%; inconclusive = no clear call, values can overlap the other calls
BoNT A protease: BoNT A light chain protease inhibition. multiplex microsphere protease substrate cleavage, flow cytometry. inhibition, % at 10 µM. 360,000 compounds, 0.17% hits. AID 588499; in the data active = inhibition above about 30%; inconclusive = no clear call, values can overlap the other calls; note: plate controls were buffer without enzyme for full effect and enzyme alone for no effect
FadD28 FP inh: M. tuberculosis FadD28 bisubstrate binding inhibition; inhibition, % at 12.5 µM; 360,000 compounds, 0.22% hits; FadD28 bisubstrate probe binding, fluorescence polarization; in the data active = inhibition above about 8.5%, passing the limit was not always enough; inconclusive = no clear call, values can overlap the other calls
CCHF vOTU inh: CCHFV vOTU protease inhibition; Pep-AMC fluorescence; inhibition, % at 11.5 µM; 370,000 compounds, 0.55% hits; AID 651958; note: 0% = vehicle wells with enzyme and 100% = no enzyme wells
UGM FP inh: Mtb UDP-galactopyranose mutase inhibition; purified UGM, fluorescence polarization probe displacement; inhibition, % at 10 µM; 320,000 compounds, 0.06% hits; in the data active = inhibition above about 10%, passing the limit was not always enough; inconclusive = no clear call, values can overlap the other calls
Target sequence (P9WIQ1 whole entry, looked up): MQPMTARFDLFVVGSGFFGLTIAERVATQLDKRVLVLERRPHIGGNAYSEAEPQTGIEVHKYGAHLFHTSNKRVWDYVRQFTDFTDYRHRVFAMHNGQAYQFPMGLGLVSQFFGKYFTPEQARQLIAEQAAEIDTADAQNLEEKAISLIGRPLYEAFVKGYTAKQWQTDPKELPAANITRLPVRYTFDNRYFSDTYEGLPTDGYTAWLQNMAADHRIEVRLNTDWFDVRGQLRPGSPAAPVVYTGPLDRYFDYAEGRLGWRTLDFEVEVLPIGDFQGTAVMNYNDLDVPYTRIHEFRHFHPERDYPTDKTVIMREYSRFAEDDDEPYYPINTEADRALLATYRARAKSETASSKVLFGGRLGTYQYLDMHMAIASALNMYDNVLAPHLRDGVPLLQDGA
* marks the source's active call; other numbers are inactive results; ? = inconclusive; · = no result given; + = active, no number. Cut-off read from the data, not from the text of the source, unless noted: active = inhibition above about 30%; inactive = the rest. Not a hit list; 4.8% or so of the library scored in one or more.

Keys – A = PrPC TRFRET; B = GDH-TPI counter; C = BoNT F protease; D = FBA Mtb inh; E = BioA inh; F = BoNT A protease; G = FadD28 FP inh; H = CCHF vOTU inh; I = UGM FP inh
O=C(Nc1nc2nc(-c3ccccc3)cc(=O)n2[nH]1)c1ccccc1
  A = -1	B = 1	C = -2	D = -4	E = -0.1	F = -0.4	G = -3.6	H = -1	I = 2.3

Cc1ccc(C)c(C(C)NC(=O)C2CCCC2)c1 (stereo not drawn)
  A = 3	B = 2	C = -7	D = 0	E = -2.0	F = -2.6	G = -1.8	H = 12	I = 1.7

CN(C)S(=O)(=O)c1ccc(Cl)c(NC(=O)c2ccncc2)c1
  A = -2	B = 2	C = -12	D = -1	E = -0.4	F = 1.1	G = -0.2	H = -21	I = -1.1

CCC1=C(OC(=O)N(CC)CC)N2C(=O)OC(=NCC3CC3)[C@]2(C)[C@H]2C1=CC[C@H]1C(=O)NC(=O)[C@H]12
  A = 0	B = 9	C = 0	D = 3	E = -2.3	F = 0.0	G = -0.8	H = -13	I = -2.7

COc1cccc(CNC(=O)CSc2nc3ccc(C)cc3[nH]2)c1
  A = 9	B = 4	C = -19	D = 2	E = 1.3	F = -2.6	G = -0.2	H = 7	I = 1.2

Cc1ccc(S(=O)(=O)c2cc(Nc3ccccc3)ccc2O)cc1
  A = 0	B = 9	C = -7	D = 3	E = 2.0	F = 0.0	G = 3.0	H = -1	I = 1.4

O=C(c1ccc(C(F)(F)F)cc1)N1CCC(=O)N(C(COCc2ccccc2)Cc2ccccc2)CC1 (stereo not drawn)
  A = -4	B = -5	C = -5	D = 4	E = 0.6	F = -0.5	G = -0.3	H = 11	I = 3.1

COc1cc(NC(=S)N2CCC(C(O)(c3ccccc3)c3ccccc3)CC2)cc(OC)c1
  A = -2	B = 2	C = 1	D = 0	E = -1.5	F = -1.0	G = -2.8	H = 13	I = 4.1

C=CCSc1nc2sc3c(c2c(=O)n1CC)CCC3
  A = -12	B = 1	C = -4	D = 0	E = 3.5	F = 1.4	G = -1.7	H = 6	I = -0.7

COC(=O)c1ccc(COC(=O)C(NC(=O)Cc2ccccc2)C(C)C)cc1 (stereo not drawn)
  A = -4	B = -4	C = ·	D = 3	E = 0.2	F = ·	G = -3.3	H = 8	I = ·

Nc1ccccc1C(O)(Cc1ccccc1)c1ccccc1 (stereo not drawn)
  A = 5	B = 4	C = 8	D = 3	E = 0.0	F = -3.6	G = -1.0	H = -1	I = -0.2

COc1ccc(CNC(=O)C2(CC(=O)NC(C)(C)C)CCCC2)cc1
  A = -6	B = 9	C = -16	D = 0	E = -0.3	F = -2.1	G = ·	H = -4	I = -4.0

O=C(N/N=C/c1ccncc1)c1cccc(NC(=O)c2ccc(Cl)cc2)c1
  A = -9	B = 6	C = -5	D = -3	E = ·	F = -0.1	G = -3.2	H = 3	I = -2.1

C/C(=N\OCC(=O)N/N=C/c1ccccc1)c1cccs1
  A = 5	B = 6	C = -1	D = 2	E = 2.0	F = -0.6	G = 1.0	H = 9	I = -0.9

CCC(=O)N1CCc2cc(Br)cc(S(=O)(=O)N3CCC(C(=O)NC(C)(C)C)CC3)c21
  A = 2	B = 9	C = -4	D = -2	E = -1.8	F = -1.5	G = 0.6	H = 6	I = -2.4

O=C(CSCc1cccc(Br)c1)N/N=C/c1ccc2c(c1)OCO2
  A = 3	B = 15	C = 6	D = 2	E = 4.0	F = -0.6	G = -5.9	H = 4	I = 0.3

COc1ccc(C(=O)N2CCCc3ccccc32)cc1OC
  A = 1	B = 11	C = -6	D = 0	E = 6.9	F = -1.9	G = 0.3	H = 3	I = 1.4

CN(CC(=O)Nc1ccc(Cl)cc1)C(=O)CCc1ccccc1
  A = 10	B = -5	C = 16	D = -6	E = -1.1	F = 3.7	G = -3.0	H = -14	I = -3.8

Cc1ccc(S(=O)(=O)NC(=O)CSc2nc3ccccc3s2)cc1
  A = -1	B = 2	C = -2	D = 0	E = -2.6	F = -1.4	G = -0.2	H = -13	I = 0.0

Nc1ccccc1-c1nc2ccccc2[nH]1
  A = 4	B = 11	C = 3	D = +	E = 2.5	F = 1.3	G = -1.3	H = -247	I = 0.2

C=CCNC(C(=O)Nc1cccc(OC)c1)c1ccccc1 (stereo not drawn)
  A = 2	B = 7	C = -3	D = 0	E = ·	F = 0.6	G = -2.1	H = -12	I = 1.2

NC(=O)c1nsc(C(=O)N(Cc2ccc(F)cc2)C(C(=O)NC2CCCC2)c2ccco2)c1N (stereo not drawn)
  A = 1	B = 12	C = 9	D = 4	E = -2.3	F = 3.7	G = -2.9	H = -2	I = -1.9

CCOc1ccc(-n2c(-c3ccc(Br)cc3)c[n+]3c2CCCCC3)cc1
  A = 8	B = 1	C = 6	D = 1	E = ·	F = -1.0	G = -3.6	H = 1	I = 1.0

Cc1cc(C)nc(N2N=C(C(C)(C)C)CC2=O)n1
  A = -6	B = 4	C = -2	D = 1	E = -1.5	F = ?	G = -2.1	H = 21	I = -2.4

O=C(CN(C(=O)CNS(=O)(=O)c1ccccc1)c1ccc(F)cc1)NCc1ccco1
  A = -1	B = 4	C = 3	D = 2	E = 13	F = 0.2	G = 0.2	H = 4	I = 0.1

Cc1nc(NC(=O)COC(=O)CCS(=O)(=O)c2ccccc2Cl)c(Cl)cc1Cl
  A = 4	B = -8	C = -1	D = 1	E = ·	F = ?	G = -3.1	H = 2	I = -1.9

Cn1ccc(NC(=O)Nc2ccc(Cl)cc2Cl)n1
  A = 6	B = -2	C = 1	D = 0	E = -0.8	F = -0.8	G = -1.9	H = -4	I = -0.1

Clc1ccccc1N1CCN(Cc2c[nH]c3ccccc23)CC1
  A = -10	B = 4	C = ?	D = 3	E = 3.1	F = -1.3	G = -0.8	H = 0	I = -2.1

C/C(=N\NC(=O)Cc1ccc([N+](=O)[O-])cc1)c1cccnc1
  A = -3	B = -1	C = -6	D = -1	E = -0.3	F = -1.7	G = -0.9	H = 2	I = -1.5

COc1cc(NC(=O)c2cc(S(=O)(=O)N3CCCCC3)ccc2N2CCOCC2)cc(OC)c1OC
  A = 4	B = 8	C = -5	D = 1	E = 0.3	F = -0.3	G = -2.5	H = 4	I = ·

COc1cc(S(=O)(=O)N2CCN(Cc3ccccc3)CC2)ccc1Br
  A = -3	B = 5	C = -2	D = 1	E = 0.3	F = 0.1	G = -0.3	H = 16	I = -1.0

Cc1cc(N2C(=O)C(O)=C(C(=O)c3cc4ccccc4o3)C2c2ccc(Br)cc2)no1 (stereo not drawn)
  A = 17	B = 24	C = -7	D = 6	E = -1.4	F = 1.0	G = -5.5	H = 10	I = -0.2

Cc1ccc(Cl)cc1NC(=O)NCCN1CCCCC1
  A = -5	B = -3	C = 21	D = 1	E = -0.3	F = -0.8	G = -0.5	H = 15	I = 0.8

Cc1nn(C2CCS(=O)(=O)C2)c(Cl)c1/C=C/C(=O)OCC(=O)Nc1ccccc1[N+](=O)[O-] (stereo not drawn)
  A = -6	B = 1	C = -9	D = -1	E = ·	F = -1.3	G = -0.2	H = 3	I = 7.1

O=S(=O)([N-]c1nc2ccccc2nc1-[n+]1ccccc1)c1ccccc1
  A = -24	B = 5	C = -17	D = 1	E = ·	F = -0.4	G = -0.1	H = -6	I = 0.4

O=C(COc1ccc(Cl)cc1Cl)NN1C(=O)C2C3C=CC(C3)C2C1=O (stereo not drawn)
  A = -11	B = 2	C = -6	D = 4	E = ·	F = -0.3	G = 0.3	H = 6	I = -0.6

COc1ccc(OC)c(N(CC(N)=O)S(=O)(=O)c2ccc(OC)c(OC)c2)c1
  A = -5	B = -3	C = 0	D = 0	E = -2.0	F = 0.2	G = -2.9	H = 0	I = 1.4

NS(=O)(=O)c1ccc(CCNCc2cccs2)cc1
  A = 3	B = 0	C = 0	D = 6	E = ·	F = -0.5	G = 0.4	H = 6	I = -2.9

O=C(NCc1nnnn1-c1ccc(F)cc1)c1ccc(S(=O)(=O)N2CCOCC2)cc1
  A = -5	B = 5	C = -1	D = -4	E = 0.0	F = -0.6	G = -1.2	H = 0	I = ·

COCC(C)n1c(SCc2ccc(C(=O)OC)o2)nc2ccccc2c1=O (stereo not drawn)
  A = 9	B = 9	C = 0	D = 3	E = -1.1	F = 1.9	G = -2.4	H = -12	I = -0.2

O=C(NCCCN1CCN(CCCNC(=O)c2cccc(Cl)c2)CC1)c1cccc(Cl)c1
  A = -4	B = 2	C = -16	D = 0	E = 1.3	F = 0.4	G = 0.5	H = 24	I = 1.9

Cc1cc(NC(=O)COC(=O)c2ccc(S(=O)(=O)N3CCCc4ccccc43)cc2)no1
  A = 2	B = 6	C = -3	D = 3	E = -3.7	F = -0.1	G = -1.7	H = -3	I = -0.8

O=C(COC(=O)CSCC(=O)N1CCCCC1)Nc1ccc(Cl)cc1
  A = 5	B = -2	C = -1	D = -3	E = ·	F = -0.1	G = -2.0	H = -9	I = 3.5

Nn1c(SCC(=O)Nc2ccc(F)cc2)nnc1-c1ccccn1
  A = 1	B = 4	C = 0	D = 0	E = -2.6	F = 0.7	G = 0.7	H = -4	I = 1.8

O=C(Nc1ccccc1C(F)(F)F)NC1(C(=O)N2CCOCC2)CCCCC1
  A = 2	B = 8	C = 13	D = 12	E = -1.6	F = 0.6	G = -7.7	H = 15	I = ·

Cc1ccc(OCCCC(=O)NCc2ccco2)cc1
  A = 8	B = -1	C = 8	D = -2	E = -1.2	F = 6.2	G = -0.4	H = 9	I = 2.2

C=C1CC2C=C(NC(C)=O)CC(C1)C2 (stereo not drawn)
  A = -4	B = -2	C = -1	D = -1	E = ·	F = -0.4	G = 0.0	H = 5	I = 3.8

Cc1ccc(-c2cc(C(=O)N(C)CC(=O)Nc3ccccc3Br)c3ccccc3n2)o1
  A = -6	B = 11	C = 6	D = 120*	E = 0.8	F = 4.6	G = -1.8	H = -129	I = -1.5

O=C(COc1ccc(S(=O)(=O)N2CCCC2)cc1)NCc1ccco1
  A = ·	B = -10	C = ?	D = 0	E = -0.1	F = 1.6	G = -4.2	H = ·	I = 4.0

Cc1ccccc1C(=O)Nc1ccccc1C(=O)NCC(C)C
  A = -5	B = 10	C = -10	D = -3	E = 0.4	F = -0.3	G = -0.9	H = 3	I = -0.1

O=S(=O)(NCC(Nc1ccccc1)c1ccccc1)c1ccc(Cl)cc1 (stereo not drawn)
  A = -7	B = -6	C = -10	D = 5	E = -0.2	F = 0.3	G = 0.6	H = 8	I = 3.9

CCOC(=O)C1CCN(C=Nc2cc(C)on2)CC1
  A = -3	B = 8	C = -2	D = +	E = 2.4	F = -1.1	G = -2.3	H = 2	I = 0.1

Eight structures already listed, ordered by molecular weight, ascending.
Keys – A = PrPC TRFRET; B = GDH-TPI counter; C = BoNT F protease; D = FBA Mtb inh; E = BioA inh; F = BoNT A protease; G = FadD28 FP inh; H = CCHF vOTU inh; I = UGM FP inh
Nc1ccccc1C(O)(Cc1ccccc1)c1ccccc1 (stereo not drawn)
  A = 5	B = 4	C = 8	D = 3	E = 0.0	F = -3.6	G = -1.0	H = -1	I = -0.2

C=CCSc1nc2sc3c(c2c(=O)n1CC)CCC3
  A = -12	B = 1	C = -4	D = 0	E = 3.5	F = 1.4	G = -1.7	H = 6	I = -0.7

Cc1ccc(S(=O)(=O)c2cc(Nc3ccccc3)ccc2O)cc1
  A = 0	B = 9	C = -7	D = 3	E = 2.0	F = 0.0	G = 3.0	H = -1	I = 1.4

COc1cccc(CNC(=O)CSc2nc3ccc(C)cc3[nH]2)c1
  A = 9	B = 4	C = -19	D = 2	E = 1.3	F = -2.6	G = -0.2	H = 7	I = 1.2

Nn1c(SCC(=O)Nc2ccc(F)cc2)nnc1-c1ccccn1
  A = 1	B = 4	C = 0	D = 0	E = -2.6	F = 0.7	G = 0.7	H = -4	I = 1.8

COCC(C)n1c(SCc2ccc(C(=O)OC)o2)nc2ccccc2c1=O (stereo not drawn)
  A = 9	B = 9	C = 0	D = 3	E = -1.1	F = 1.9	G = -2.4	H = -12	I = -0.2

NC(=O)c1nsc(C(=O)N(Cc2ccc(F)cc2)C(C(=O)NC2CCCC2)c2ccco2)c1N (stereo not drawn)
  A = 1	B = 12	C = 9	D = 4	E = -2.3	F = 3.7	G = -2.9	H = -2	I = -1.9

CCC(=O)N1CCc2cc(Br)cc(S(=O)(=O)N3CCC(C(=O)NC(C)(C)C)CC3)c21
  A = 2	B = 9	C = -4	D = -2	E = -1.8	F = -1.5	G = 0.6	H = 6	I = -2.4
